Compound activity as filed in PubChem BioAssay.
Lmaj promast – inhibitors of Leishmania major promastigote growth; Leishmania major promastigotes, resazurin fluorescence viability; inhibition, % at 10 µM; 200,000 tested, 9% active; AID 1063;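 also: promastigotes grown with compound for 44 hours at 28 °C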
PMI activator – increases human mannose-6-phosphate isomerase activity; purified human PMI, coupled resazurin fluorescence, 20 min; hits give high values; 1 = vehicle control, 0 substrate-free wells; AID 1214; 190,000 tested, 0.005% active; P34949; activation factor at 20 µM;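 active = activation factor of 2 or more at 20 µM, relative to plate controls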
Target sequence (P34949 whole entry, looked up): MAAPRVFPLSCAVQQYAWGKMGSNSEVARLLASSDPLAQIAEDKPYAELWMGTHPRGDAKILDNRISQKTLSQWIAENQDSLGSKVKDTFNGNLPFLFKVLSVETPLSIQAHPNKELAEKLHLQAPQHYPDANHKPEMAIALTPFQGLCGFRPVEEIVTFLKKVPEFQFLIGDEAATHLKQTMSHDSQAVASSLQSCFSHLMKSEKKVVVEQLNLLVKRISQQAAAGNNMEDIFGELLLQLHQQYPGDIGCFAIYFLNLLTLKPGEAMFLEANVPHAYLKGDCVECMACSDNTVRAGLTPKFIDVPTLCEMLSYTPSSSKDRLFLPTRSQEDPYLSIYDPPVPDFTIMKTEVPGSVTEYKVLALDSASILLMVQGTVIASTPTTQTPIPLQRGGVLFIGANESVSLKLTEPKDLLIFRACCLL
S1P3 antag – antagonists of human S1P3 receptor; inhibition, % at 4.98 µM; CHO S1P3 NFAT-BLA reporter, FRET fluorescence, antagonist mode; 170,000 tested, 0.27% active; Q99500;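 active = inhibition above the plate cutoff, the mean inhibition of test wells on that plate plus 3 SD, cut at about 28% in these data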;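 also: cells challenged with S1P at its EC80 of 0.8 µM; blue over green emission ratio from cleaved BLA substrate after 4 h stimulation; 0% = S1P-stimulated wells and 100% = unstimulated DMSO-only wells; some compounds past the cut are filed as inactive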
Target sequence (Q99500 whole entry, looked up): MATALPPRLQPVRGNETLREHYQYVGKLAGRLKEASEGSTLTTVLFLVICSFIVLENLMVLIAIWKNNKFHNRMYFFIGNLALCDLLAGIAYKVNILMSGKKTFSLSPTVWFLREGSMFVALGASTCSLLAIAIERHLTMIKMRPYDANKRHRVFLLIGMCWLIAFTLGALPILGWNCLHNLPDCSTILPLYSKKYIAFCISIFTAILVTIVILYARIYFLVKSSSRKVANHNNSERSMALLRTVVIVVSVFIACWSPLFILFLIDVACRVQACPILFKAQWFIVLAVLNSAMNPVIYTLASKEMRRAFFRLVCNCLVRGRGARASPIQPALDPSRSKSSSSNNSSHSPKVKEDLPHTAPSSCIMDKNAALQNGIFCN
Diaphorase inh – diaphorase inhibition or chemical oxidation counter-screen; diaphorase resazurin-to-resorufin fluorescence, NADH, 16 min; bacterial (C. kluyveri) enzyme, not human; inhibition, % at 20 µM; 190,000 tested, 0.69% active;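 active = primary screen inhibition at 20 µM above a set limit, cut at about 50% in these data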;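 also: plate controls were DMSO with full reaction for no effect and wells lacking NADH for full effect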
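System: Bacterial diaphorase enzyme (C. kluyveri) | Incubation: 16-min room-temperature incubation before reading | Benchmarks: No-NADH positive control and DMSO neutral control | Measured by: Resorufin fluorescence 544/590 nm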
Hsp70 act – switches on Hsp70 transcription; HeLa Hsp70 promoter luciferase reporter, luminescence; scaled: vehicle 0, proteasome-inhibitor control 100%; activation, % at 10 µM; 200,000 tested, 0.04% active;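 active = activation above the mean across all tested compounds plus 3 SD, cutoff set per campaign, cut at about 5.5% in these data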;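 also: 100% = MG132 at 30 µM as the positive control and 0% = DMSO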
TLR4 MyD88 comp – blocks binding of human TLR4 to MyD88; AID 861; HeLa CL3-4 TLR4/MyD88 BLA complementation, FRET ratio; inhibition, % at 8.4 µM; 200,000 tested, 0.18% active; O00206+Q99836; in the data active = inhibition above about 25%;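 also: 0% = vehicle and 100% = reference inhibitor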
PMI act hi M6P – increases human PMI activity with near-saturating mannose 6-phosphate | P34949 | coupled PMI enzyme assay, resazurin fluorescence, 20 min; hits give high values; 1 = untreated enzyme, 0 = substrate-free blank | activation factor at 20 µM | 190,000 tested, 0.34% active;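 active = activation factor of 2 or more at 20 µM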
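Material: human phosphomannose isomerase with PGI, G6PDH, diaphorase coupling enzymes. Quantity: 15 ng/mL PMI. Medium: HEPES pH 7.4 buffer with MgCl2 and Tween-20. Reagent: Near-saturating mannose-6-phosphate, 1.0 mM. Compound: 20 µM single dose. Times: enzyme reaction with compound 20 min at room temperature. Detection: resorufin fluorescence at Ex 544/Em 590 nm.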
DTT redox prof – compounds producing H2O2 with reducing agent – biochemical, NIH compound library profiling, artefact control for MLSCN library redox annotation, primary screen | DTT-dependent redox cycling H2O2, phenol red/HRP absorbance; 100% = 100 µM peroxide control, 0% = buffer | activation, % at 10 µM | 200,000 tested, 0.03% active | AID 878;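 active = activation of at least 50% relative to the plate's high and low controls in the primary single-dose screen; inactive = activation below 50%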;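 also: compound incubated with DTT at 0.8 mM final as the reducing agent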
G6PDH CS – counter-screen for G6PDH assay hits: L. mesenteroides G6PDH inhibition | Purified L. mesenteroides G6PDH, diaphorase/resazurin coupled fluorescence, 45 min | inhibition, % at 5 µM | 200,000 tested, 0.12% active
RAM network inh – inhibitors of the yeast RAM network; S. cerevisiae dse1pr::URA3 reporter, 5-FOA growth OD615, 2 d; analog-sensitive cbk1-as2 kinase mutant strain; inhibition, % at 50 µM; 190,000 tested, 1.8% active;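 active = inhibition above a set limit, 3 SD over mean compound inhibition, cut at about 8.4% in these data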;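 also: 0% = DMSO-only wells with no growth and 100% = 10 µM 1-NA-PP1 full growth; inhibition rescues growth on 5-FOA so higher OD means more RAM inhibition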
Diaph act CS – counter-screen for diaphorase-based assays: diaphorase activators and chemical reducers; Diaphorase/resazurin coupled assay, resorufin fluorescence, 16 min; hits give high values; 1 = vehicle wells, 0 = NADH-free wells; activation factor at 20 µM; 190,000 tested, 0.005% active;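 active = diaphorase activity raised at least twofold by the compound at 20 µM; inactive = activation factor below 2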
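Assay system: bacterial diaphorase enzyme (C. kluyveri) / Input: enzyme 0.07 U/mL final / Medium: 50 mM HEPES pH 7.4 with 4.542 mM MgCl2, 0.005% Tween 20 / Doses: single compound dose of 20 µM, 1% DMSO final / Incubation: 16 min enzyme reaction, ambient temperature / Signal: fluorescence, excitation 544 nm and emission 590 nm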
The depositor's hits bear a star; nt = not tested or not shown. Rule as the data show it, unless noted: active = inhibition above about 50%; inactive = the rest. Rows are unselected, and some 12% of all compounds hit somewhere here.

SMILES | Lmaj promast | PMI activator | S1P3 antag | Diaphorase inh | Hsp70 act | TLR4 MyD88 comp | PMI act hi M6P | DTT redox prof | G6PDH CS | RAM network inh | Diaph act CS
CC(Oc1ccccc1)C(=O)Nc1ccc(S(=O)(=O)N2CCOCC2)cc1 (stereo not drawn) | 0 | 1.1 | -12 | 0 | -0.2 | -4 | 1.1 | 0.0 | 15 | 4.5 | 1
Cc1nn(-c2ccc(C(=O)O)cc2)c(C)c1Oc1ccccc1O | -3 | 1.1 | nt | -3 | -0.6 | -10 | 1.1 | -0.1 | -1 | 0.3 | 1
Cc1ccc2cc(CN(CCN3CCCC3)C(=O)Nc3ccc(F)cc3)c(=O)[nH]c2c1C | 73* | 0.9 | -24 | 10 | -0.1 | -8 | 0.9 | 1.9 | 5 | -0.5 | 0.9
Cc1ccc(S(=O)(=O)CCC(=O)O)cc1C | -5 | 1 | nt | 10 | -0.2 | -2 | 1.1 | 1.1 | -2 | -0.4 | 0.9
Cc1ccccc1OCc1nc2ccccc2c(=O)n1/N=C/c1cn[nH]c1-c1ccc(Br)cc1 | 5 | 0.9 | -6 | 23 | 0.0 | -20 | 0.8 | 1.8 | 7 | 4.4 | 0.8
Cc1cc(C(=O)N/N=C/C=C/c2cccc([N+](=O)[O-])c2)n[nH]1 | 57* | 1 | -10 | 6 | -0.4 | 4 | 1.1 | -2.0 | 6 | 1.0 | 0.9
CC1=CN2C(=N)/C(=C/c3ccco3)C(=O)N=C2S1 | 16 | 1.1 | 4 | 11 | 0.1 | -14 | 1.1 | 0.3 | 5 | 4.1 | 0.9
Cn1c(N)c(C(=O)COC(=O)CCc2nc3ccccc3s2)c(=O)n(C)c1=O | -7 | 1 | 17 | 8 | 0.1 | 0 | 1.1 | -2.0 | 0 | 2.4 | 0.9
C/C(=N\NC(=O)C(N)=O)c1cccc([N+](=O)[O-])c1 | -2 | 1 | 9 | 7 | 0.0 | -3 | 1 | 0.0 | -3 | -0.7 | 0.9
COc1ccccc1NC(=O)Cn1nc(-c2ccc3c(c2)OCCO3)ccc1=O | 1 | 0.9 | 7 | 11 | -0.2 | 3 | 0.9 | -1.1 | 8 | 2.1 | 0.9
O=C(NC1CCCC1)c1cnn2c(C(F)(F)F)cc(-c3ccco3)nc12 | -5 | 0.9 | nt | 27 | -0.4 | -1 | 0.9 | 2.4 | 5 | -0.4 | 0.7
O=C(CCN1C(=O)/C(=C/c2ccccc2Cl)SC1=S)NC1=NCCS1 | 47 | 0.9 | -18 | 21 | -0.2 | 0 | 0.9 | -0.7 | 4 | 1.8 | 0.8
Clc1ccc2c(N/N=C/c3cccc(Br)c3)ccnc2c1 | 100* | 1.1 | -1 | -5 | -0.3 | 4 | 1.1 | nt | -9 | 4.2 | 1
O=c1c2ccccc2c(-c2ccc(O)cc2)nn1-c1cccc(C(F)(F)F)c1 | 6 | 0.8 | 3 | 16 | -0.5 | 2 | 1 | 0.3 | -12 | 1.9 | 0.8
Cc1nc(NCCc2ccc(F)cc2)c(C#N)c(C)c1[N+](=O)[O-] | 13 | 1.1 | 16 | 13 | -0.3 | -3 | 1.1 | 0.3 | -5 | 5.2 | 0.9
COCCn1c(CN2CCc3ccccc3C2)nc2c1c(=O)n(C)c(=O)n2C | 4 | 1 | -18 | 6 | 1.2 | -3 | 1 | -0.3 | 1 | 2.9 | 0.9
N=c1c2c(ncn1Cc1ccco1)Oc1c(ccc3ccccc13)C2c1ccccc1 (stereo not drawn) | 57* | 0.7 | 14 | 3 | -0.1 | -16 | 0.8 | 0.2 | 15 | -1.2 | 1
CCn1c(=N)c(C(=O)OC)cc2c(=O)n3ccccc3nc21 | nt | 1 | -20 | -11 | nt | nt | 1 | nt | 7 | nt | 1.1
Cc1ccc(F)c(NC(=O)/C(C#N)=C(\O)c2ccc(C(C)(C)C)cc2)c1 | 0 | 1.1 | -5 | 19 | -0.2 | -5 | 1 | -1.9 | 1 | 4.3 | 0.8
CC(C)(C)OC(=O)NCCC(=O)Oc1ccc2ccc(=O)oc2c1 | -2 | 1.1 | nt | 1 | -0.5 | 3 | 1 | -0.9 | -1 | 2.7 | 1
Cc1nc(SCC(=O)Nc2cccc(Cl)c2)n[nH]1 | -2 | 0.9 | 16 | 13 | -0.2 | -2 | 0.9 | -1.8 | 1 | 1.3 | 0.9
Cc1cccn2c(=O)c(/C=C(\C#N)S(=O)(=O)c3ccccc3)c(N3CCC(C(N)=O)CC3)nc12 | -2 | 1 | nt | 5 | -0.2 | -3 | 1 | 0.2 | 23 | 3.1 | 1
Cc1ccc[n+](-c2nc([O-])sc2C=O)c1 | -1 | 1 | -9 | 0 | 0.4 | -2 | 0.7 | -0.3 | 7 | 0.9 | 1
O=C(Nc1ccccc1F)C1CC1c1ccccc1 (stereo not drawn) | 37 | 1 | -8 | 13 | -0.1 | -7 | 1 | 0.3 | -1 | 2.7 | 0.9
O=C(Nc1cccc2ncccc12)C(Cl)(Cl)Cl | 0 | 0.9 | nt | 14 | -0.4 | 17 | 0.8 | 2.0 | 3 | 2.7 | 0.9
Cn1cc(CN2CCc3c([nH]c4ccccc34)C2C(C)(C)C)cn1 (stereo not drawn) | 3 | 1.1 | 20 | -13 | 0.2 | -5 | 1 | -0.1 | 8 | 1.4 | 1.1
Cc1ccccc1Nc1n[nH]c(C)c1[N+](=O)[O-] | 19 | 0.9 | -1 | 7 | -0.2 | -8 | 1 | -0.1 | -3 | 1.7 | 0.9
CCOC(=O)N1CCN(C(=S)Nc2cccc(C)c2C)CC1 | -6 | 0.9 | 2 | 17 | -0.4 | -12 | 0.9 | 0.0 | 13 | 0.5 | 0.8
Cn1c(Sc2ccc([N+](=O)[O-])cc2C(F)(F)F)nnc1-c1ccccc1 | 62* | 1 | nt | 5 | -0.2 | -9 | 1 | -6.5 | 4 | 1.4 | 1
O=C(CCCc1cccs1)Nc1nc(-c2ccc(F)cc2)cs1 | 26 | 1 | -11 | 5 | -0.5 | -15 | 1.1 | -0.4 | -17 | 8.2 | 0.9
O=C(NCCN1CCOCC1)c1ccncc1 | -8 | 0.9 | -14 | 16 | -0.3 | 13 | 1 | 2.0 | -2 | -1.5 | 0.8
Cn1c(Cl)c(C(=O)Nc2ccc(Cl)cc2)c2ccccc21 | 1 | 1 | nt | 9 | 0.5 | 7 | 0.9 | -2.0 | 2 | 3.3 | 0.9
Cc1nc2ccccc2c2oc(C(=O)Nc3ccc(C(C)C)cc3)cc12 | 36 | 0.8 | -21 | 21 | -0.3 | 8 | 0.9 | -0.2 | 3 | -1.1 | 0.8
Cc1nc2c(sc3nc4c(cc32)COC(C)(C)C4)c(=O)n1Cc1ccccc1 | 14 | 1 | nt | 14 | 0.0 | -4 | 0.9 | 0.0 | 7 | 0.1 | 0.9
Cc1cc(C)c(C(N)=O)c(Nc2cccc(Cl)c2)n1 | -3 | 0.9 | nt | 12 | -0.3 | 0 | 0.8 | 0.4 | 8 | 0.4 | 0.9
Cc1ccc(C)n1-c1ccc(C(=O)N2CCC(C(N)=O)CC2)cc1 | 2 | 1 | -21 | 4 | -0.2 | -1 | 1 | -0.9 | 8 | 2.1 | 1
COc1ccc(S(N)(=O)=O)cc1C(=O)NCC1(N2CCCCC2)CCCCC1 | -6 | 1.1 | -7 | 6 | -0.1 | 1 | 1 | 1.3 | 12 | -0.1 | 0.9
O=C(COc1ccc(/C=N/NC(=O)c2cc3ccccc3o2)cc1Cl)Nc1ccccc1 | -4 | 0.9 | nt | -14 | 0.1 | -2 | 0.9 | -3.6 | -69 | 1.8 | 1.1
CC1(C)CC(=O)C(C(C2=C(O)CC(C)(C)CC2=O)c2ccc(O)c([N+](=O)[O-])c2)=C(O)C1 | -6 | nt | -16 | nt | 0.1 | 2 | nt | -1.5 | 11 | -1.6 | nt
CC(=O)c1ccc(N2C(=O)[C@@H]3C(C(=O)CCN4C(=O)c5ccccc5C4=O)=NN[C@@H]3C2=O)cc1 | 14 | 1.1 | 12 | 0 | -0.2 | -2 | 1.1 | -0.7 | 5 | 1.0 | 1
COc1ccc(-c2nnc(SCc3cccnc3)o2)cc1 | -4 | 1.1 | nt | -9 | -0.2 | -16 | 1.1 | 0.2 | 1 | 0.4 | 1.1
CC(C)C(c1nnnn1C1CCCC1)N1CCCCC1 (stereo not drawn) | 7 | 1.1 | nt | -7 | 0.1 | 6 | 1.1 | 0.2 | 3 | 0.7 | 1.1
Cc1ccc2cc3cc(C(=O)NCCCN4CCCCCC4)oc3nc2c1 | 97* | 0.9 | -9 | -16 | 0.1 | 9 | 0.9 | 1.9 | -69 | 1.6 | 1.2
CCn1nc(C)c(C(=O)Nc2cc(Oc3cc(C)cc(C)c3)cc([N+](=O)[O-])c2)c1C | 10 | 0.8 | nt | 22 | -0.2 | 10 | 0.8 | -1.7 | 9 | 2.1 | 0.8
CS(=O)(=O)N1N=C(c2cccs2)CC1c1ccc(Cl)o1 (stereo not drawn) | -1 | 1.1 | -8 | 19 | 0.0 | 10 | 1.1 | -0.1 | 7 | 3.2 | 0.8
CCn1cc([N+](=O)[O-])c(C(=O)N2CCOCC2)n1 | -4 | 1.1 | 10 | 10 | -0.3 | -7 | 1.1 | -0.1 | 4 | 0.1 | 0.9
C=CCn1c(SCC(=O)Nc2cc3oc4ccccc4c3cc2OC)nnc1-c1cnccn1 | 21 | 1 | 31 | 1 | 0.3 | 3 | 1 | 2.5 | 4 | 5.2 | 1
COc1ccc(N2C(=O)C3CC=C(Cl)CC3C2=O)cc1 (stereo not drawn) | -8 | 1.3 | nt | -14 | -0.3 | 4 | 1.4 | 0.1 | 1 | -2.0 | 1.1
CCOC(=O)c1cc(NCc2cccs2)ccc1N1CCOCC1 | -4 | 0.9 | -14 | 28 | -0.3 | 6 | 0.8 | -0.5 | 15 | 1.7 | 0.7

Quoted at random: two compounds from above.
SMILES | Lmaj promast | PMI activator | S1P3 antag | Diaphorase inh | Hsp70 act | TLR4 MyD88 comp | PMI act hi M6P | DTT redox prof | G6PDH CS | RAM network inh | Diaph act CS
CCn1cc([N+](=O)[O-])c(C(=O)N2CCOCC2)n1 | -4 | 1.1 | 10 | 10 | -0.3 | -7 | 1.1 | -0.1 | 4 | 0.1 | 0.9
CCn1nc(C)c(C(=O)Nc2cc(Oc3cc(C)cc(C)c3)cc([N+](=O)[O-])c2)c1C | 10 | 0.8 | nt | 22 | -0.2 | 10 | 0.8 | -1.7 | 9 | 2.1 | 0.8
